# JMJD2A Tudor inh – qHTS Assay for Inhibitors of JMJD2A-Tudor Domain; Lysine-specific demethylase 4A (Homo sapiens), O75164; AlphaScreen JMJD2A-Tudor / H3K4me3 peptide binding; Potency, µM (highest dose often 114 µM), without a hit: top-dose activity change, negative = inhibition, hits mostly inhibitors; hit rate 4.4% among 390,000; AID 504339, 2011; also: potency is read from the fitted curve at half-maximal effect; % is scaled to controls: 0 for no effect and ±100 for the full control effect; nearly all actives have a fitted effect of over 50% in size
# GLS inh – qHTS for Inhibitors of Glutaminase (GLS) | Glutaminase kidney isoform, mitochondrial (Homo sapiens), O94925 | GLS enzymatic activity, qHTS titration | Potency, µM (highest dose often 45.5 µM), for inactives: at the top dose activity change, negative = inhibition, usual class: inhibitors | hit rate 0.21% among 410,000 | AID 624170, 2012; also: potency is read from the fitted curve at half-maximal effect; % is scaled to controls: 0 for no effect and ±100 for the full control effect
#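 Coupled fluorescence readout: glutamate oxidase/HRP/Amplex Red detect glutamate formed by hKGA from L-glutamine (1 mM solution added). Buffer 45 mM KH2PO4 pH 8.2, 0.02% Tween-20; reads at t0 and 30 min RT.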
# HP1b binding inh – HTS for Inhibitors of HP1-beta Chromodomain Interactions with Methylated Histone Tails; Chromobox protein homolog 1 (Homo sapiens), P83916; AlphaScreen HP1-beta / biotin-H3K9me3 peptide binding; Potency, µM (highest dose often 114 µM), inactives show top-dose activity change, negative = inhibition, actives largely listed as inhibitors; hit rate 0.56% among 390,000; also: potency is read from the fitted curve at half-maximal effect; nearly all actives have a fitted effect of over 70% in size; inactives centre near 23
# Target sequence (P83916 whole entry, looked up): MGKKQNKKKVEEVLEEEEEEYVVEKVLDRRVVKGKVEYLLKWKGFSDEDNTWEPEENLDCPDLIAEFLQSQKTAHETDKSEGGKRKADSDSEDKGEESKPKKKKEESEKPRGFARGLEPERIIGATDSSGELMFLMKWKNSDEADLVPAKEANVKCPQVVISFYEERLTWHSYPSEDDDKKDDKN
#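 Compound inhibition of the preformed complex between 50 nM HP1-beta and 50 nM biotinylated H3K9me3 peptide was read by AlphaScreen. Buffer was PBS pH 7.4 with 0.01% Tween-20. Incubations ran 30 min at room temperature, with 10 ug/mL donor/acceptor beads.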
# ERG-DNA inh – qHTS for Small Molecule Inhibitors of the ERG Ets/DNA interaction | Transcriptional regulator ERG (Homo sapiens), P11308 | fluorescence polarization, His-ERG Ets domain / labelled DNA | Potency, µM (top dose mostly 76.9 µM), inactives show at the highest dose FP activity, negative = inhibition, usual class: inhibitors | hit rate 0.028% among 370,000 | AID 624246, 2012; active = well fitted inhibition curve with a large enough effect in the polarisation, with a control signal flat; inconclusive = small, poorly fitted or top-dose-only effect, or effect the other way, or a change in a side signal; inactive = no such curve, though single readings can be large or run the other way; the % refers to the polarisation;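 also: polarization taken with two DNA probes labelled with fluorescein and Texas red; potency is read from the fitted curve at half-maximal effect; % of control where 0% means no effect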
# Target sequence (P11308 whole entry, looked up, the tested form may be a part): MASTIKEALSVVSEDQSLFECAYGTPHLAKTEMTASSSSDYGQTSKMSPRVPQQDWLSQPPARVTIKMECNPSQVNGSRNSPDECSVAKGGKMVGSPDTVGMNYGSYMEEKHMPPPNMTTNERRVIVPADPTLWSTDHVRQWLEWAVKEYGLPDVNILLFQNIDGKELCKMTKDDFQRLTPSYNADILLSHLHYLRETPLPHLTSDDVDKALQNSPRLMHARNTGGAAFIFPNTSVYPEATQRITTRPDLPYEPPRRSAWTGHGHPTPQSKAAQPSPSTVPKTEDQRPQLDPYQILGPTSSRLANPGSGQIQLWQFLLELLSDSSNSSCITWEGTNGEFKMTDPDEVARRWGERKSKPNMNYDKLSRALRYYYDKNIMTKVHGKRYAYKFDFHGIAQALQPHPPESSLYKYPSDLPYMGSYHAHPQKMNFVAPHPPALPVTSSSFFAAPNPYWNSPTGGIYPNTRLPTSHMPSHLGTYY
#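 His-tagged ERG Ets domain (1 uM in the protein solution; 300mM KCl, 50mM Tris-HCl, 1mM EDTA, 1mM DTT, pH 7.5) received compound, then a probe mix of 5 nM fluorescein-DNA and 100nM Texas-615-DNA. Fluorescence polarization was read for both dyes.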
# G9a block – qHTS Assay for Inhibitors of Histone Lysine Methyltransferase G9a. G9a H3K9 monomethylation, AlphaScreen, 2 h. Potency, µM (doses to about 102 µM), inactives show at the top dose activity, negative = inhibition, usual class: inhibitors. hit rate 8.8% among 350,000; also: potency is read from the fitted curve at half-maximal effect; % is scaled to controls: 0 for no effect and ±100 for the full control effect; nearly all actives have a fitted effect of over 75% in size
# Target sequence (Q96KQ7 913-1193 limits assumed): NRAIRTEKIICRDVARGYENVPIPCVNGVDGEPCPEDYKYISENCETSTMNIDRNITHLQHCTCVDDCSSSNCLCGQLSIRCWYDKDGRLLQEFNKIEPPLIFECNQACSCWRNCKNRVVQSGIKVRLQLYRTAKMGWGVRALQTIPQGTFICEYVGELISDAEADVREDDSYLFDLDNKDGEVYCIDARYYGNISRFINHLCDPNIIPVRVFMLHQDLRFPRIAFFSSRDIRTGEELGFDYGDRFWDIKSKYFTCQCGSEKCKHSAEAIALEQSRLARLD
#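 Chemiluminescent proximity detection of H3K9 monomethylation, read after 10 min bead incubation in the dark. Reaction: 20 nM G9a, 500 nM biotin-H3K9 peptide, 20 uM SAM cofactor, 2 h, room temperature, following 15 min enzyme-compound preincubation.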
# Pin1 inhibitor – qHTS Assay to Find Inhibitors of Pin1; Peptidyl-prolyl cis-trans isomerase NIMA-interacting 1 (Homo sapiens), Q13526; Pin1 FP peptide displacement, HiFluor488, 10 min; Potency, µM (titrated, usually from 115 µM), for inactives: top-dose activity, negative = inhibition, actives largely listed as inhibitors; hit rate 0.009% among 390,000; active = well fitted inhibition curve with a large enough effect in the polarisation, with a control signal flat, not every such curve was filed as active; inconclusive = small, poorly fitted or top-dose-only effect, or effect the other way, or a change in a side signal; inactive = no such curve, though single readings can be large or run the other way; the % refers to the polarisation; also: potency is read from the fitted curve at half-maximal effect; % is scaled to controls: 0 for no effect and ±100 for the full control effect
# BAZ2B block – qHTS Assay for Inhibitors of BAZ2B; Bromodomain adjacent to zinc finger domain protein 2B (Homo sapiens), Q9UIF8; AlphaScreen BAZ2B-H3K14Ac peptide displacement; Potency, µM (titrated, usually from 114 µM), for inactives: at the highest dose activity change, negative = inhibition, actives largely listed as inhibitors; hit rate 4.4% among 360,000; AID 504333, 2011; also: potency is read from the fitted curve at half-maximal effect; % is scaled to controls: 0 for no effect and ±100 for the full control effect; nearly all actives have a fitted effect of over 60% in size
#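 BAZ2B 50 nM plus b-H3(5-23)K14Ac 50 nM, PBS pH 7.4/0.01% Tween-20, 30 min RT; compound added (max 110 uM), 30 min RT; streptavidin donor/Ni-chelate acceptor beads 10 ug/mL final, 20 min dark; AlphaScreen read.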
# PI4K2A block – qHTS for small molecular inhibitors of PI4K2A | Phosphatidylinositol 4-kinase type 2-alpha (Homo sapiens), Q9BTU6 | purified PI4K2A, ADP-Glo luminescence, 1 h; stronger effect = lower value | activity change, negative = inhibition, % at 76.9 µM | hit rate 0.13% among 420,000 | AID 1346378, 2018; in the data active = activity change below about -50%; inconclusive = mostly about -30% to -49%;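 also: -100% = wells without enzyme as full effect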
#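 PI4K2A activity was measured by ADP-Glo luminescence: enzyme (4 ug/mL stock) and phosphatidylinositol (1.2 mM stock) in Tris pH 7.5/MgCl2/EGTA/Triton X-100 buffer were reacted with ATP (300 microM stock) for one hour at ambient temperature.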
# PGK inhibitor – qHTS Assay to Find Inhibitors of Phosphoglycerate Kinase | Phosphoglycerate kinase, glycosomal (Trypanosoma brucei brucei), P07378 | PGK/GAPDH coupled, Kinase-Glo luminescence, 60 min | AID 602233, 2012 | Potency, µM (doses to about 57.5 µM), for the others: at the top dose activity change, negative = inhibition, usual class: inhibitors | hit rate 0.043% among 380,000; also: potency is read from the fitted curve at half-maximal effect; % is scaled to controls: 0 for no effect and ±100 for the full control effect; nearly all actives have a fitted effect of over 60% in size
#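 Recombinant glycosomal PGK reaction used 1,3-bisphosphoglycerate generated in-well by GAPDH (100nM final) in 100mM TEA pH 7.6, 5mM MgCl2, 0.01% Tween-20. After 60 minutes at room temperature, ATP was read by Kinase-Glo Plus luminescence end-point.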
# Numbers without * were called inactive; i = inactive; ? = inconclusive; . = no result given; & = joins results of further samples; [ ] = dose if it differs, or a comment. Unless noted, calls follow the shape of the dose curve; as a rule, active = well fitted curve in the direction sought with a large enough effect; inconclusive = small, poorly fitted or top-dose-only effect, or another doubt; inactive = no such curve, though single readings can be large; an effect the other way counts as inactive or inconclusive.
# Value order – G9a block	Pin1 inhibitor	HP1b binding inh	GLS inh	BAZ2B block	PGK inhibitor	ERG-DNA inh	PI4K2A block	JMJD2A Tudor inh
- NC(=O)NC(=O)COC(=O)/C=C/c1cccs1
    3%[59 µM]	2%	30%	14%	-1%	4%	-11%	4	3%
- CCn1nnc2cc(C(=O)O)ccc21
    .	-9%	9%	10%	-4%	2%	-1%	4	-8%
- CCN1c2ccccc2-c2nc3ccccc3n2C1c1cccs1 (stereo unspecified)
    67%[activator][59 µM]	2%	169%[activator]	1%	58%[activator]	i	13%	-1	64%[activator]
- CN(Cc1ccccc1)C(=O)COC(=O)c1cc(-c2ccc(Cl)s2)nc2ccccc12
    51%[activator]	4%	346%[activator]	8%	33%[activator]	10%	-9%	5	105%[activator][57.1 µM]
- CCN(CC)CC(O)Cn1c(-c2ccccc2Cl)nc2ccccc21 (stereo unspecified)
    3%	3%	65%[activator]	-7%	3%	-4%	10%	-2	1%
- Cc1cc(N/C=C(\C#N)S(=O)(=O)c2ccccc2Cl)nc(C)n1
    -3%	7%	21%	-17%	1%	i	7%	1	6%
- CCc1nc2ccc(C(=O)N3CCN(c4ccc(Cl)cc4)CC3)cc2nc1CC
    5%	0%&-1%	5%&13%	?	?	-6%&-4%	-2%&-3%	7&-2	?
- Cc1c(Cl)cccc1NC(CC(=O)c1ccccc1)C(=O)OCC(=O)c1cccs1 (stereo unspecified)
    35µM*	0%	34%	-3%	7%	-5%	-7%	6	-8%
- COC(=O)c1cccc(NC(=S)Nc2ccccc2Cl)c1
    .	?	43%[activator]	-10%	2%	-5%	?	6	7%[57.1 µM]
- Cc1cccc(C)c1NC(=S)N(c1ccccc1)C(C)C
    33%[59 µM]	-6%	14%	14%	2%	-9%	-3%	-3	-22%
- Cc1ccn(CC(=O)NC2CC(C)(C)Cc3c2cnn3-c2ccc(F)cc2)n1 (stereo unspecified)
    25%	-1%	20%	-18%	-12%	-10%	-2%	6	-10%
- CCCCn1c(N)c(N(CC)C(=O)c2c(CC)noc2C)c(=O)[nH]c1=O
    -29%	-7%	0%	2%	1%	3%	-5%	1	-8%
- Cc1cc(C)nc(NC(=O)Nc2ccccc2C(F)(F)F)n1
    8%	-5%	28%	-4%	-4%	0%	-3%	-5	-3%
- COc1ccc(S(=O)(=O)N(C)CC(=O)Nc2ccccc2C(F)(F)F)cc1Cl
    3%[59 µM]	-5%	52%[activator]	1%	-5%	-5%	-2%	1	-17%
- CCCNC(=O)COC(=O)CCC(=O)c1cccs1
    13%[59 µM]	-4%	40%[activator]	1%	-6%	-2%	2%	5	-8%
- COc1ccc(C(C(=O)NCc2ccccc2)N(C(=O)Cn2nnc3ccccc32)c2ccc(OC)cc2)cc1 (stereo unspecified)
    0%[59 µM]	-5%	41%[activator]	2%	0%	-8%	-3%	1	1%
- C=CCn1c(SCC(=O)Nc2cccc3ccccc23)nc(O)c(CC)c1=O
    7%	-3%	23%	7%	-2%	-4%	-10%	7	-15%
- O=C(CSc1nnc(-c2cccc(F)c2)o1)NC1CCCC1
    -1%	8%	27%	-6%	-2%	i	1%	0	-10%
- Cc1cc(C(=O)C(=O)N(C)C)c(C)n1-c1ccc(Cl)c(Cl)c1
    -37%	-1%	-8%	-3%	?	-4%	4%	-1	?
- O=C(NCc1cccs1)c1nc2c(nnn2Cc2ccccc2Cl)c(=O)[nH]1
    9%[59 µM]	-12%	26%	?	2%	-10%	-1%	4	-35%
- COc1ccc(NC(=O)Cn2nnc(-c3ccccc3F)n2)cc1
    -3%[59 µM]	3%	2%	7%	-2%	-8%	-12%	-6	-2%
- CCCCC(=O)Nc1cc(C(=O)NCCc2ccccc2)ccc1Cl
    30%	-3%	21%	2%	-3%[57.1 µM]	.	.	5	-8%
- O=S(=O)(c1ccc(F)cc1)N1CCN(C(=S)NC2CCCC2)CC1
    2%[59 µM]	-1%	14%	7%	2%	-1%	-2%	-4	-6%
- CC1(C)CC(=O)C2=C(C1)OC(=O)C2(NC(=O)c1cccs1)C(F)(F)F (stereo unspecified)
    -5%[12.7 µM]	-11%	43%[activator]	9%	10%	-1%	4%	-13	-22%
- CCOC(=O)CCCCCC(=O)Nc1ccc2c(c1)CC(=O)N([C@@H](C)CO)C[C@H](C)[C@@H](CN(C)C(=O)Nc1ccc3c(c1)OCO3)O2
    .	4%	62%[activator]	22%	.	-3%	5%	-3	-15%
- S=C(NCCCc1ccccc1)Nc1ccccc1
    39%	-13%	54%[activator]	-1%	-9%	-2%	-5%	13	-7%
- COCCN(CC(=O)Nc1ccccc1C)S(=O)(=O)c1ccc(S(=O)(=O)N2CCCC2)cc1
    -2%[59 µM]	-1%	32%	-3%	-4%	-1%	-9%	5	-1%
- Cc1ccc(S(=O)(=O)N(CC(=O)NCCSc2ccccn2)c2ccccc2F)cc1
    9%	1%	37%	-9%	-1%	-7%	2%	0	-16%
- COc1ccc(C(CCN)c2ccc3c(c2)OCO3)cc1 (stereo unspecified)
    -6%	15%	23%	-9%	-24%	-2%	2%	-2	-24%
- COc1cc2cc(C(=O)Nc3ccc4c(c3)OCCO4)[nH]c2cc1OC
    ?	-6%	27%	-4%	?	-10%	-2%	-1	-13%
- Cc1[nH][nH]c(=O)c1N=Nc1ccc(Br)c(Cl)c1
    .	10%	8%	5%	.	-4%	-2%	-11	?
- COc1cccc(C(=O)NCCSc2ccc(F)cc2)c1
    28%	-2%	-1%	-12%	15%	-10%	5%	-1	-28%[57.1 µM]
- O=C(NC(Cc1ccccc1)C(=O)O)c1ccc(S(=O)(=O)N2CCCCC2)cc1 (stereo unspecified)
    -11%	-19%	9%	0%	-22%	-5%	-4%	-5	-14%
- O=[N+]([O-])c1cc(/C=N/n2cnnc2)ccc1N1CCCC1
    -13%[59 µM]	0%	49%[activator]	1%	-38%	.	-4%	-8	-24%
- Fc1ccc(-c2cc(C(F)(F)F)n3ncnc3n2)cc1
    13µM*	-1%	22%	2%	-24%	-6%	18%	-12	?
- Cc1ccc(C(=O)Cn2nc(C(=O)O)c3ccccc3c2=O)cc1C
    3%[59 µM]	7%	41%[activator]	-3%	-13%	i	8%	-1	-1%
- COc1ccc(-c2csc3ncnc(N4CCN(c5cccc(OC)c5)CC4)c23)cc1
    .	1%	-2%	1%	-20%	-1%	6%	3	-29%
- Cc1cc(C)c(NC(=O)c2cc(S(=O)(=O)N3CCOCC3)ccc2F)c(C)c1
    4%[59 µM]	-9%	16%	-9%	-12%	i	23%	1	?
- O=C(COC(=O)COc1ccc(Cl)cc1)Nc1ccc2c(c1)OCCO2
    3%[12.7 µM]	1%	31%	-11%	21%	-8%	17%	-5	2%
- COc1ccc(/C=N/NC(=O)c2snnc2C)c(OC)c1OC
    -3%	-6%	22%	17%	-1%	-2%	-4%	-6	-17%
- CSCC[C@H](NC(=O)c1ccc(Br)o1)c1nnc2ccccn12
    12%	6%	-23%	-14%	1%	-2%	4%	-3	?
- Cc1oc2ccc(OC(=O)c3cccs3)cc2c1C(=O)OC(C)C
    37%[59 µM]	8%	185%[activator]	-5%	27%	i	6%	1	88%[activator]
- CCc1ccc(C(O)(C(C)C)C(CN2CCOCC2)c2ccccc2)cc1 (stereo unspecified)
    7%	?	36%	-4%	-11%	4%	-2%	-3	-3%

# Of the compounds above, 4 have an aryl thioether with sulfur outside any ring:
# Value order – G9a block	Pin1 inhibitor	HP1b binding inh	GLS inh	BAZ2B block	PGK inhibitor	ERG-DNA inh	PI4K2A block	JMJD2A Tudor inh
- C=CCn1c(SCC(=O)Nc2cccc3ccccc23)nc(O)c(CC)c1=O
    7%	-3%	23%	7%	-2%	-4%	-10%	7	-15%
- O=C(CSc1nnc(-c2cccc(F)c2)o1)NC1CCCC1
    -1%	8%	27%	-6%	-2%	i	1%	0	-10%
- Cc1ccc(S(=O)(=O)N(CC(=O)NCCSc2ccccn2)c2ccccc2F)cc1
    9%	1%	37%	-9%	-1%	-7%	2%	0	-16%
- COc1cccc(C(=O)NCCSc2ccc(F)cc2)c1
    28%	-2%	-1%	-12%	15%	-10%	5%	-1	-28%[57.1 µM]
